core dimer inh = blocks dimerization of HCV core protein | TR-FRET GST/Flag-core106 dimerization, 1536-well | inhibition, % at 5 µM | hit rate 0.33% among 300,000;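 active means inhibition above the mean of all tested compounds plus 3 SD, set per screening campaign, cut at about 45% in these data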
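Assay system: tagged HCV core106 pair (GST and Flag); medium: KF-containing HEPES buffer, pH 7.45, DTT, CHAPS, BSA; also added: Eu donor and XL665 acceptor anti-tag antibodies; dosing: 5 µM single dose; timing: compound-protein-antibody incubation 4 h at 22.5 °C; signal: TR-FRET 671 and 617 nm emission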
VLA-4 inh = inhibition in a human VLA-4 binding assay. VLA-4 expressing cells, ligand binding flow cytometry. inhibition, % (about 7 µM as worked out from the volumes in the protocol). hit rate 0.2% among 330,000. AID 2557; in the data active means inhibition above about 50%
procasp3 activ = procaspase-3 (human) activation; P42574; recombinant procaspase-3 D3A, Ac-DEVD-pNA absorbance 405 nm; activation, % at 8.5 µM; hit rate 0.11% among 330,000; AID 463141;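 active means activation above the mean of all tested compounds plus 3 SD, cut at about 21% in these data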;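 further: 0% = DMSO alone and 100% = DMSO wells spiked with extra 5 µM PC-3 D3A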
Target sequence (P42574 whole entry D9A/D28A/D175A): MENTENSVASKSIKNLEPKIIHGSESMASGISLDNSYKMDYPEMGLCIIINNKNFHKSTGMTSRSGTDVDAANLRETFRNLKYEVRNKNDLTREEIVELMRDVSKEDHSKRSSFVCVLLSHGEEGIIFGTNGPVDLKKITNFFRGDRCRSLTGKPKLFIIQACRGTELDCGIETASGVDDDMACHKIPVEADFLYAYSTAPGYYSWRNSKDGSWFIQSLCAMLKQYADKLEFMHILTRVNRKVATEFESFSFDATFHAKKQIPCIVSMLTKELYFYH
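Compound: 8.5 µM single point, 0.8% DMSO / Material: Autoprocessing-dead procaspase-3 D3A mutant enzyme / Timing: 1 h preincubation plus 2 h reaction at 25 °C / Medium: Zinc-free HEPES/NaCl buffer with 0.01% Triton X-100 at pH 7.4 / Technique: 405 nm absorbance of p-nitroaniline, reads at 0 and 120 min / Repeats: one well per compound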
GRK2 aptamer HTS = inhibitors of human GRK2 displacing RNA aptamer; hit rate 0.59% among 330,000; bead flow cytometry, FAM-aptamer displacement from GRK2; inhibition of aptamer binding, % at 10 µM;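 active means inhibition of aptamer binding above 40%, roughly 3 SD of noise, on plates passing a quality check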;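 further: median bead fluorescence of bound FAM aptamer so fluorescent compounds give negative values; no value below 0 was filed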
GASC-1 inh = human JMJD2C demethylase inhibition. GST-JMJD2C(1-420) H3K9me3 demethylation, DELFIA europium. Q9H3R0. hit rate 0.069% among 330,000. AID 2099. inhibition, % at 2.35 µM;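 active means more than half of a compound's replicate wells show inhibition beyond 50%, single wells judged on their own value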;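 further: signal counts dimethyl H3K9 product captured on neutravidin plate; 0% = median of DMSO wells and 100% = 0.3 times that DMSO median; strong numbers were not always called active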
PP1 counter = PP1-alpha (human) inhibition in PP5 counter-screen. P62136. purified PP1alpha, OMFP fluorescence. inhibition, % at 6.7 µM. hit rate 0.9% among 320,000;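 active means inhibition above the mean inhibition of all tested compounds plus 3 SD, computed separately for each screening campaign, cut at about 15% in these data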
Target sequence (P62136 whole entry, looked up): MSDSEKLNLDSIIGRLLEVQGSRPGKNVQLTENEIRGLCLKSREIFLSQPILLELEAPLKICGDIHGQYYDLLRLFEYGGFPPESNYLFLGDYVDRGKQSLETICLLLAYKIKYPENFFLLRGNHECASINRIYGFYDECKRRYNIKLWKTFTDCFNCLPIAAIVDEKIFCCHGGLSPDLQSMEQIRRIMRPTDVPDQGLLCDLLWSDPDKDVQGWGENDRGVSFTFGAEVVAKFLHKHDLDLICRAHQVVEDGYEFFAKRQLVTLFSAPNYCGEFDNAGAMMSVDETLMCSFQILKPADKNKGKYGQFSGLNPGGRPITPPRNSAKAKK
PP5 primary = blocks human protein phosphatase 5 activity; hit rate 0.18% among 320,000; P53041; purified PP5c, OMFP substrate fluorescence; inhibition, % at 6.7 µM;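 active means inhibition above the campaign's mean inhibition across all tested compounds plus 3 SD, cut at about 9.5% in these data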;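 further: 0% = DMSO only and 100% = 100 µM cantharidin control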
Target sequence (P53041 whole entry, looked up): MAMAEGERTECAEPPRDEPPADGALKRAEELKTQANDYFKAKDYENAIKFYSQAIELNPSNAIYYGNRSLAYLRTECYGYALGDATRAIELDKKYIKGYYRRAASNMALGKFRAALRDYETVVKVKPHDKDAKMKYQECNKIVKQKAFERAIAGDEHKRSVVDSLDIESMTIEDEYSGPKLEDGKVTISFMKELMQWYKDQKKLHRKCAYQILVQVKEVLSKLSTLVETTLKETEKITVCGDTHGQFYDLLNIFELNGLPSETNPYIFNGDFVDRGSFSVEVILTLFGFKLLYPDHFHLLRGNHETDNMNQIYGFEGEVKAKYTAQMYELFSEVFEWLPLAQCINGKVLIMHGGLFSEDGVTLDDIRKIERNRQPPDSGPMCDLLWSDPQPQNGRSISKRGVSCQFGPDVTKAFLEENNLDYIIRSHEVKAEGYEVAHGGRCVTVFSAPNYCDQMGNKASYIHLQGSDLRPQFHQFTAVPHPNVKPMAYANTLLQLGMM
procasp7 counter = counter-screen: procaspase-7 (human) activation; recombinant procaspase-7, Ac-DEVD-pNA absorbance 405 nm; D23A/D198A/D206A triple mutant, cannot self-cleave; scale: DMSO 0, 5 µM enzyme 100; AID 463210; activation, % at 8.5 µM; hit rate 0.093% among 330,000;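 active means percent activation above the screen-wide mean plus 3 SD, cut at about 25% in these data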
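Replicates: singlicate. Assay system: Procaspase-7 triple mutant (PC-7 D3A). Signal: 405 nm absorbance of p-nitroaniline. Times: 1 h preincubation, 2 h reaction. Buffer or medium: Zinc-free HEPES pH 7.4 with 300 mM NaCl, 0.01% Triton X-100. Also added: DEVD-pNA substrate. Benchmarks: DMSO wells as 0%, DMSO with 5 µM added PC-7 as 100%.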
Fh CTSL1 inh = counter-screen for PFM18AAP inhibitors: inhibitors of F. hepatica cathepsin L1 | recombinant F. hepatica cathepsin L1, Z-Leu-Arg-MCA fluorescence | inhibition, % at 5.96 µM | hit rate 0.49% among 300,000;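 active means inhibition above the mean of all tested compounds plus 3 SD, set per screening campaign, cut at about 17% in these data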;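 further: 0% = plate median of test compound wells and 100% = 1 µM Z-Phe-Ala-diazomethylketone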
* marks the source's active call; other numbers are inactive results; & = joins results of further samples. Rows were taken by chance; overall some 2.6% were active at least once.

COc1ccccc1N1CCN(C(=O)C2CCN(S(=O)(=O)c3ccc(C)cc3)CC2)CC1 was read as core dimer inh 7, VLA-4 inh -2, procasp3 activ -10, GRK2 aptamer HTS 0, GASC-1 inh 3, PP1 counter -1, PP5 primary 2.8, procasp7 counter 18 and Fh CTSL1 inh 7.
For COc1cccc(NC(=O)CN2CCN(c3nc(-c4cccc(OC)c4)cs3)CC2)c1 the results were core dimer inh -1, VLA-4 inh -26, procasp3 activ -10, GRK2 aptamer HTS 0, GASC-1 inh -33, PP1 counter 0, PP5 primary 3.8, procasp7 counter 6 and Fh CTSL1 inh 1.
`COc1ccc(NC2CCCN(C(=O)C3(C)CCCCC3)C2)cc1` (centres undefined) gave core dimer inh -2, VLA-4 inh -1, procasp3 activ -3, GRK2 aptamer HTS 0, GASC-1 inh 6, PP1 counter 8, PP5 primary 3.7, procasp7 counter -5 and Fh CTSL1 inh -3.
COc1cc(CN(C)CC(=O)c2[nH]c(C)c(C(C)=O)c2C)ccc1OC(F)F was read as core dimer inh -2, VLA-4 inh 9, procasp3 activ 6, GRK2 aptamer HTS 0, GASC-1 inh 8, PP1 counter 1, PP5 primary -3.5, procasp7 counter -2 and Fh CTSL1 inh 1.
Screening Cc1ccc2c(CC(=O)NCC(C)(C)N3CCOCC3)coc2c1 returned core dimer inh -5, VLA-4 inh 10, procasp3 activ 3, GRK2 aptamer HTS 0, GASC-1 inh 0, PP1 counter -3, PP5 primary 0.7, procasp7 counter -5 and Fh CTSL1 inh -3.
`CCN(CCn1cccn1)Cc1nc(-c2ccc(OC)cc2)no1` gave core dimer inh 10, VLA-4 inh -7, procasp3 activ -2, GRK2 aptamer HTS 3, GASC-1 inh -1, PP1 counter -1, PP5 primary 0.4, procasp7 counter 3 and Fh CTSL1 inh -3.
Screening CC(=O)C1=C(C)Nc2ncnn2C1c1ccccc1OCc1ccccc1 (centres undefined) returned core dimer inh 1, VLA-4 inh -4, procasp3 activ 0, GRK2 aptamer HTS 2, GASC-1 inh 4, PP1 counter -4, PP5 primary 1.3, procasp7 counter -7 and Fh CTSL1 inh 4.
`COc1ccc(C(=O)Nc2ccnn2C2CCN(Cc3ccc4nonc4c3)CC2)cc1` gave core dimer inh -30, VLA-4 inh 8, procasp3 activ -2, GRK2 aptamer HTS 8, GASC-1 inh 1, PP1 counter 2, PP5 primary 2.0, procasp7 counter 13 and Fh CTSL1 inh -1.
`CC(=O)n1cc([C@@H]2C=C(C(=O)N3CCN(C)CC3)O[C@H](OCc3ccc(CO)cc3)C2)c2ccccc21` gave core dimer inh -9, VLA-4 inh -6, procasp3 activ 4, GRK2 aptamer HTS 3, GASC-1 inh -5, PP1 counter 1, PP5 primary 0.6, procasp7 counter -9 and Fh CTSL1 inh -5.
`Cc1cc(=O)oc2c3c(cc(OCC(=O)NCCN4CCOCC4)c12)OC(C)(C)CC3` gave core dimer inh 2, VLA-4 inh 18, procasp3 activ 14, GRK2 aptamer HTS 3, GASC-1 inh 20, PP1 counter -3, PP5 primary 2.6, procasp7 counter -15 and Fh CTSL1 inh -2.

Reprinted from the part before: 2 compounds, then new ones.
`CC(=O)n1cc([C@@H]2C=C(C(=O)N3CCN(C)CC3)O[C@H](OCc3ccc(CO)cc3)C2)c2ccccc21` gave core dimer inh -9, VLA-4 inh -6, procasp3 activ 4, GRK2 aptamer HTS 3, GASC-1 inh -5, PP1 counter 1, PP5 primary 0.6, procasp7 counter -9 and Fh CTSL1 inh -5.
`Cc1cc(=O)oc2c3c(cc(OCC(=O)NCCN4CCOCC4)c12)OC(C)(C)CC3` gave core dimer inh 2, VLA-4 inh 18, procasp3 activ 14, GRK2 aptamer HTS 3, GASC-1 inh 20, PP1 counter -3, PP5 primary 2.6, procasp7 counter -15 and Fh CTSL1 inh -2.
COC(=O)c1sc(S(=O)(=O)Nc2ccc3cn[nH]c3c2)c(C(=O)OC)c1C was read as core dimer inh -5, VLA-4 inh 7, procasp3 activ 1, GRK2 aptamer HTS 1, GASC-1 inh -4&1, PP1 counter 3, PP5 primary 2.9, procasp7 counter 1 and Fh CTSL1 inh 0.
For CCc1cc(Cn2nc(-c3ccccc3)cc2C(=O)NCc2ccccc2OC)on1 the results were core dimer inh -4, VLA-4 inh -2, procasp3 activ 2, GRK2 aptamer HTS 0, GASC-1 inh 0, PP1 counter -1, PP5 primary 1.8, procasp7 counter 1 and Fh CTSL1 inh -1.
For COc1ccc(-c2nnc(SCc3cc(C)cc(C)c3)o2)cc1 the results were core dimer inh 0, VLA-4 inh 7, procasp3 activ 1, GRK2 aptamer HTS 1, GASC-1 inh -6, PP1 counter 2, PP5 primary 3.5, procasp7 counter 4 and Fh CTSL1 inh -1.
O=c1cc(-c2ccccc2)nc2nc[nH]n12 was read as core dimer inh -7, VLA-4 inh 40, procasp3 activ 3, GRK2 aptamer HTS 6, GASC-1 inh 3, PP1 counter 7, PP5 primary 0.9, procasp7 counter 3 and Fh CTSL1 inh -1.
For COC(=O)c1cc(NC(=O)Cc2ccccc2[N+](=O)[O-])ccc1Cl the results were core dimer inh -4, VLA-4 inh 4, procasp3 activ 8, GRK2 aptamer HTS 4, GASC-1 inh 4, PP1 counter 1, PP5 primary 3.4, procasp7 counter -4 and Fh CTSL1 inh -2.
`COCCCNC(=O)/C=C/c1ccc(Cl)cc1` gave core dimer inh 0, VLA-4 inh -1, procasp3 activ 0, GRK2 aptamer HTS 3, GASC-1 inh 3, PP1 counter -2, PP5 primary 0.6, procasp7 counter 7 and Fh CTSL1 inh 0.
`C/C=C/c1ccc(OCCCNCC(C)O)c(OC)c1` (centres undefined) gave core dimer inh -1, VLA-4 inh 6, procasp3 activ 3, GRK2 aptamer HTS 0, GASC-1 inh -6, PP1 counter -1, PP5 primary 0.2, procasp7 counter 0 and Fh CTSL1 inh -4.
`Cn1c(CCNS(=O)(=O)c2ccc(F)cc2)nnc1SCc1cccnc1` gave core dimer inh -12, VLA-4 inh 8, procasp3 activ -8, GRK2 aptamer HTS 3, GASC-1 inh 6, PP1 counter 1, PP5 primary 1.0, procasp7 counter -4 and Fh CTSL1 inh -5.
For O=C(COc1ccccc1)NCCSCc1ccco1 the results were core dimer inh 1, VLA-4 inh 12, procasp3 activ -4, GRK2 aptamer HTS 2, GASC-1 inh 11, PP1 counter -2, PP5 primary 0.5, procasp7 counter -1 and Fh CTSL1 inh 6.
Cc1nc2cc(C(=O)NCc3ccc4c(c3)OCO4)ccc2n1-c1ccc(Br)cc1 was read as core dimer inh 5, VLA-4 inh 12, procasp3 activ 10, GRK2 aptamer HTS 3, GASC-1 inh -4, PP1 counter -2, PP5 primary 2.6, procasp7 counter 2 and Fh CTSL1 inh -1.
CCc1nnc(NC(=O)CSc2nc(C)c3c(c2C#N)CCCC3)s1 was read as core dimer inh 2, VLA-4 inh 11, procasp3 activ -9, GRK2 aptamer HTS 2, GASC-1 inh 5, PP1 counter 1, PP5 primary 3.3, procasp7 counter -10 and Fh CTSL1 inh -1.
CCNC(=O)/C(=C/c1cccc([N+](=O)[O-])c1)NC(=O)c1ccc(C)cc1 was read as core dimer inh -5, VLA-4 inh 5, procasp3 activ 3, GRK2 aptamer HTS 1, GASC-1 inh -1, PP1 counter 0, PP5 primary -0.3, procasp7 counter 14 and Fh CTSL1 inh 1.
CC1(C)CC(NNCCC#N)=CC(=[N+]2CCCC2)C1 was read as core dimer inh 0, VLA-4 inh -11, procasp3 activ -17, GRK2 aptamer HTS 0, GASC-1 inh -1, PP1 counter 3, PP5 primary 3.1, procasp7 counter -14 and Fh CTSL1 inh 3.
O=[N+]([O-])c1ccc(C(O)C(CO)NC(=S)Nc2ccccc2)cc1 (centres undefined) was read as core dimer inh -7, VLA-4 inh 18, procasp3 activ -6, GRK2 aptamer HTS 0, GASC-1 inh 0, PP1 counter 1, PP5 primary -0.3, procasp7 counter -4 and Fh CTSL1 inh 2.
For CC(C)(C)c1ccc(S(=O)(=O)O/N=C2/CCCCC2c2ccc([N+](=O)[O-])cc2[N+](=O)[O-])cc1 (centres undefined) the results were core dimer inh 6, VLA-4 inh 1, procasp3 activ -3, GRK2 aptamer HTS 0, GASC-1 inh 6, PP1 counter 0, PP5 primary 0.0, procasp7 counter -9 and Fh CTSL1 inh 3.
Cc1ccc(-c2cc(C(=O)OCC(=O)N(C)C3CCS(=O)(=O)C3)c3ccccc3n2)c(C)c1 (centres undefined) was read as core dimer inh 7, VLA-4 inh 9, procasp3 activ 5, GRK2 aptamer HTS 3, GASC-1 inh 3, PP1 counter -3, PP5 primary 1.1, procasp7 counter -1 and Fh CTSL1 inh -26.
For CCc1ccc(C2C(=O)c3ccccc3C2=O)cc1 the results were core dimer inh -12, VLA-4 inh 2, procasp3 activ 3, GRK2 aptamer HTS 1, GASC-1 inh 7, PP1 counter 2, PP5 primary -1.4, procasp7 counter 5 and Fh CTSL1 inh -1.
CC(C)Oc1cccc(C(=O)C2CCCN(C(=O)CCn3cnnn3)C2)c1 (centres undefined) was read as core dimer inh -2, VLA-4 inh 0, procasp3 activ 9, GRK2 aptamer HTS 0, GASC-1 inh 4, PP1 counter -2, PP5 primary -0.8, procasp7 counter 0 and Fh CTSL1 inh 3.
CCOc1ccc(Nc2nc3cc(S(=O)(=O)CC)ccc3o2)cc1 was read as core dimer inh 5, VLA-4 inh -7, procasp3 activ 7, GRK2 aptamer HTS 0, GASC-1 inh -2, PP1 counter 0, PP5 primary 0.7, procasp7 counter -4 and Fh CTSL1 inh 0.
CCOC(=O)c1[nH]ncc1CN1CCCC(C(=O)c2ccc(OC)c(OC)c2)C1 (centres undefined) was read as core dimer inh -1, VLA-4 inh 2, procasp3 activ -3, GRK2 aptamer HTS 2, GASC-1 inh 1, PP1 counter -3, PP5 primary 2.5, procasp7 counter 7 and Fh CTSL1 inh 1.
CC(Oc1cc(-c2ccccc2)cc2ccccc12)C(=O)N1CCOCC1 (centres undefined) was read as core dimer inh 1, VLA-4 inh 12, procasp3 activ -7, GRK2 aptamer HTS 3, GASC-1 inh -3, PP1 counter -3, PP5 primary 4.6, procasp7 counter 0 and Fh CTSL1 inh -5.
For O=C(CSc1nnc(Cc2ccccc2)o1)NC1CCCCC1 the results were core dimer inh 1, VLA-4 inh 13, procasp3 activ 0, GRK2 aptamer HTS 0, GASC-1 inh 6, PP1 counter -2, PP5 primary 2.1, procasp7 counter -10 and Fh CTSL1 inh 12.
`Cc1nn(-c2cccc(C(F)(F)F)c2)c(=O)c2ccccc12` gave core dimer inh -3, VLA-4 inh -26, procasp3 activ -1, GRK2 aptamer HTS 1, GASC-1 inh 1, PP1 counter 0, PP5 primary 4.0, procasp7 counter -3 and Fh CTSL1 inh 3.
CCCCNC(=O)c1c(CSc2ccc(Cl)cc2)noc1C(=O)NCc1ccccc1 was read as core dimer inh 0, VLA-4 inh 16, procasp3 activ -2, GRK2 aptamer HTS 1, GASC-1 inh -4, PP1 counter 3, PP5 primary 2.1, procasp7 counter -10 and Fh CTSL1 inh 1.

Assay outcomes (PubChem BioAssay)
